Assay outcomes deposited in PubChem by several laboratories.
NR5A2 inv ag = LRH-1 (NR5A2) inverse agonists, primary screen, cell-based, luminescence, HEK293T, StAR-luciferase reporter. Nuclear receptor subfamily 5 group A member 2 (Homo sapiens), O00482. LRH-1 transfected, 24 h. inhibition, % at 3.6 µM. actives 0.13% (n = 360,000);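 active means inhibition above the mean inhibition of all tested compounds plus 3 SD, cut at about 73% in these data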;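 further: 0% = DMSO wells and 100% = reporter-only cells lacking LRH-1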
TWEAK Fn14 block = inhibitors of TWEAK-Fn14 signaling, primary screen, luciferase reporter cells, uHTS; TWEAK-stimulated Fn14 reporter cells, luciferase luminescence, 8 h; inhibition, % at 10 µM; actives 2% (n = 360,000); AID 1159606, 2016; in the data active means inhibition above about 50%
NCOA2 inhibitor = inhibition of GAL4-SRC2 driven luciferase reporter, primary screen, SRC2 inhibitor project, cell-based, luminescence. Nuclear receptor coactivator 2 (Homo sapiens), Q15596. HEK293 GAL4-SRC2 luciferase reporter. inhibition, % at 9 µM. actives 0.17% (n = 370,000);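 active means inhibition above the mean inhibition of all tested compounds plus 3 SD, set per campaign, cut at about 52% in these data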;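 further: 0% = DMSO treated cells and 100% = cells given Gossypol at 36 µM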
TROY NFkB inh = inhibitors of TROY-driven NF-kB signaling, primary screen, Q293 LMP1-TROYcd cells, NF-kB luciferase, uHTS; actives 0.98% (n = 360,000); Q293 LMP1-TROYcd NF-kB luciferase reporter, 4 h; inhibition, % at 10 µM;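 active means compounds whose plate-normalised and pattern-corrected inhibition of the luciferase reporter signal at the single screening dose is 50% or more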
COUP-TFII inh = NR2F2 transcriptional activity inhibitors, primary screen, cell-based, luciferase reporter, HEK293T, luminescence | COUP transcription factor 2 (Homo sapiens), P24468 | HEK293T NGFI-A luciferase reporter | inhibition, % at 8.6 µM | actives 0.7% (n = 370,000) | AID 686940, 2013;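 active means inhibition above a per-plate cutoff, mean inhibition of test wells between control levels plus 3 SD, cut at about 38% in these data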;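 further: cells cotransfected with COUP-TFII expression vector driving the NGFI-A reporter; 0% = median of COUP-TF2 test wells and 100% = reporter-only cells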
Target sequence (P24468 whole entry, looked up): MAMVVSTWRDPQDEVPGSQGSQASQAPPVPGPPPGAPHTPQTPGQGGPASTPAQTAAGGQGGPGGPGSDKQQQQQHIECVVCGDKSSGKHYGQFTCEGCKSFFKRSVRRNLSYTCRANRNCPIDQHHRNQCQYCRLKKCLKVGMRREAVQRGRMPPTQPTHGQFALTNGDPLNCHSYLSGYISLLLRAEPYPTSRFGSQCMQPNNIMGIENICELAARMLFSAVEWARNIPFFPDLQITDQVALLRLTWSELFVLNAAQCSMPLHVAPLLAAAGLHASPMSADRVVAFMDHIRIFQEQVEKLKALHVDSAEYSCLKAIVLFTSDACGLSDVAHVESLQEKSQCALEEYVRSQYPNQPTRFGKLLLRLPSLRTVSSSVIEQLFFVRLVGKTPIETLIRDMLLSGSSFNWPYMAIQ
TLR9-MyD88 inh = inhibitors of TLR9-MyD88 association in cells, primary screen, cell-based, CHO, BLA complementation, fluorescence. CCF4 FRET ratio. inhibition, % at 4.98 µM. Toll-like receptor 9 (Homo sapiens) + Myeloid differentiation primary response protein …. actives 0.21% (n = 340,000);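 active means inhibition above the mean over all tested compounds plus 3 SD, cut at about 21% in these data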;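 further: 0% = DMSO only wells and 100% = clavulanate BLA inhibitor control wells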
NOD2 RIPK2 PPI = NOD2-RIPK2 binding disruptors in cells, primary screen, fluorescence, CHO cells, BLA complementation; inhibition, % at 4.98 µM; CCF4 ratio; actives 0.38% (n = 360,000); AID 624267, 2012; in the data active means inhibition above about 21%;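 further: 0% = vehicle only and 100% = reference blocker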
Target sequence (O43353 whole entry, looked up): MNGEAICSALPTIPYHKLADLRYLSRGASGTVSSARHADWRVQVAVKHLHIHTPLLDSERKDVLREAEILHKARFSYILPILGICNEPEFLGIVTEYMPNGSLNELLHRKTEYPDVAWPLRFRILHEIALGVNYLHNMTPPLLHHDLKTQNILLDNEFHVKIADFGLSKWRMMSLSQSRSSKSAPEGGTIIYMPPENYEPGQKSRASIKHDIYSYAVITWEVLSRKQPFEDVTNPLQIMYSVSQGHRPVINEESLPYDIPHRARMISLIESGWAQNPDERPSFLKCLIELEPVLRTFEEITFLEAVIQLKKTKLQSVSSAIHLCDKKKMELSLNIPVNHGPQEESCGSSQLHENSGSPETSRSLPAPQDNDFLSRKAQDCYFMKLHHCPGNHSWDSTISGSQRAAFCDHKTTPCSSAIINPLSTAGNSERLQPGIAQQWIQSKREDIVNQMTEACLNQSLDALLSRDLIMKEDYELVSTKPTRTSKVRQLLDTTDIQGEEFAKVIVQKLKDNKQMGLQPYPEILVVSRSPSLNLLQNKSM
C8 TRAIL sens = viability loss with TRAIL in NB7+C8 cells, primary screen, TRAIL sensitizer project, cell-based, ATPlite luminescence; inhibition (viability loss, TRAIL sensitization), % at 10 µM; actives 1% (n = 360,000); AID 624354, 2012;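 active means compounds causing at least 50% loss of cell viability in the single-dose screen, relative to plate controls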
NCOA1 inh = SRC1 coactivator transcriptional activity inhibitors, primary screen, cell-based, luminescence; AID 588354, 2011; inhibition, % at 3.6 µM; HEK293 GAL4-SRC1 luciferase reporter; Nuclear receptor coactivator 1 (Homo sapiens), Q15788; actives 0.12% (n = 360,000);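 active means inhibition above the campaign mean plus 3 SD, with each screening campaign given its own cutoff, cut at about 60% in these data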;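 further: 0% = DMSO treated cells and 100% = gossypol at 36 µM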
LMP1 NFkB inh = EBV LMP1-driven NF-kappaB luciferase reporter inhibitors, primary screen, cell-based, luminescence, single point; LMP1-induced NF-kappaB luciferase reporter cells; inhibition, % at 12.5 µM; actives 0.69% (n = 350,000); in the data active means inhibition above about 41%;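 further: 0% = neutral control wells and 100% = reference inhibitor control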
NCOA3 inh = SRC3 coactivator transcriptional activity inhibitors, primary screen, cell-based, luminescence | Nuclear receptor coactivator 3 (Homo sapiens), Q9Y6Q9 | HEK293 GAL4-SRC3 luciferase reporter | inhibition, % at 3.6 µM | actives 0.17% (n = 360,000) | AID 588352, 2011;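 active means inhibition above a per-campaign cutoff, the mean of all compounds plus 3 SD, cut at about 60% in these data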;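 further: 0% = DMSO-treated cells and 100% = gossypol-treated cells at 36 µM; higher means less SRC3-driven luciferase light from the GAL4 reporter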
An asterisk follows results filed as active; / = not tested or not shown. These rows are one share of the data. The share of hits here may be higher or lower than overall.

| smiles | NCOA3 inh | TLR9-MyD88 inh | TWEAK Fn14 block | NCOA1 inh | TROY NFkB inh | LMP1 NFkB inh | COUP-TFII inh | NOD2 RIPK2 PPI | NCOA2 inhibitor | C8 TRAIL sens | NR5A2 inv ag |
| --- | --- | --- | --- | --- | --- | --- | --- | --- | --- | --- | --- |
| NC(=O)CC(NC(=O)c1ccccc1)c1ccc(NCCOc2ccccc2)c([N+](=O)[O-])c1 (stereo not drawn) | -3 | 6 | -1 | -8 | -14 | -2 | -7 | 3 | 2 | 12 | 2 |
| Cc1ccc(NC(=O)OCCNC(=O)c2ccncc2)cc1 | 5 | -7 | 33 | -41 | -19 | -11 | 2 | -7 | -11 | -4 | -8 |
| Fc1ccc(-c2nnc(Cc3nnc(-c4ccc(F)cc4)o3)o2)cc1 | 0 | -2 | 5 | -5 | 11 | 5 | 6 | -8 | 7 | -2 | 8 |
| O=C1NC(=S)NC1=Cc1ccccc1O | -29 | 14 | -11 | -14 | -26 | 8 | 6 | 15 | -11 | -2 | -19 |
| CC(C)COc1ccc(-c2nnn(CC(=O)N3CCCC3)n2)cc1 | -36 | 7 | -14 | -68 | -51 | -5 | -22 | -8 | -27 | 14 | -14 |
| CSc1nc2ccc(NC(=O)c3c(-c4ccccc4)noc3C)cc2s1 | 32 | 4 | -13 | 17 | 3 | 4 | 10 | 3 | -15 | -3 | 17 |
| O=C(NCc1ccccc1)C1=C[C@H](c2ccc(Br)cc2)C[C@H](OCc2ccc(CO)cc2)O1 | -4 | -5 | -1 | 4 | -16 | -6 | 3 | 4 | 3 | -3 | -2 |
| Cc1cccc(C(=O)N2CCC[C@H]2C(=O)N2CCC[C@H]2C(=O)NCc2ccncc2)c1 | / | / | 9 | / | 2 | / | -3 | 10 | -31 | 7 | 1 |
| CC(=O)c1ccc(N2CCN(C(=O)CN(C)S(=O)(=O)c3cnc[nH]3)CC2)cc1 | 0 | -3 | 7 | -12 | -13 | -25 | -13 | -3 | -15 | 4 | -9 |
| COc1ccccc1Nc1nc(-c2cccs2)cs1 | -68 | -4 | 30 | -37 | -18 | -67 | -20 | 0 | -34 | 2 | -29 |
| O=C(OCCNc1ccc(C(F)(F)F)cc1[N+](=O)[O-])c1cc2ccccc2oc1=O | 15 | 0 | -32 | -12 | 8 | 4 | 14 | 3 | -4 | 2 | -18 |
| Cc1sc(-n2cccc2)c(C(=O)O)c1C | 10 | 2 | 5 | 0 | 5 | 1 | 12 | -8 | -12 | 6 | 13 |
| Cc1cccc(C(=O)NCC(=O)NC2CCN(Cc3ccccc3)CC2)c1 | -7 | 7 | -2 | -3 | -10 | 2 | -12 | -10 | 2 | 3 | -4 |
| Oc1ccc(-c2nc3ccccc3s2)c(O)c1 | -50 | -3 | -39 | -106 | -95 | -25 | -48 | -7 | -69 | 24 | -155 |
| CS(=O)(=O)Nc1ccc(C(=O)NCc2ccc3c(c2)OCO3)cc1 | 2 | 2 | -5 | 10 | 12 | 0 | -12 | -5 | 3 | 5 | 17 |
| COC(=O)c1[nH]c2ccc(C)cc2c1NC(=O)CCN1CCN(Cc2ccc3c(c2)OCO3)CC1 | -21 | -4 | 2 | -11 | 3 | 7 | 15 | 10 | 8 | -7 | 8 |
| O=C1CCCC/C1=C\Nc1ccccc1C(=O)O | 3 | -10 | 8 | -7 | 5 | -16 | -1 | 0 | 0 | -2 | -3 |
| CN(C)CCCN(C(=O)c1ccc(S(=O)(=O)N2CCc3ccccc32)cc1)c1nc2c(Cl)cccc2s1 | 5 | -2 | -4 | -14 | 2 | 7 | 11 | -8 | -4 | 37 | 17 |
| O=C(c1ccccc1)n1nnc2ccccc21 | -4 | -7 | 2 | -2 | -6 | 10 | 8 | 3 | 26 | 1 | 17 |
| CC(C)C[C@@H](CNCC(=O)[C@H](CC(C)C)NC(=O)c1[nH]cnc1C(=O)N[C@@H](C)CN)NC(=O)c1nc[nH]c1C(=O)N[C@@H](CC(=O)O)C(=O)O | 1 | -6 | 20 | 6 | -5 | 4 | 11 | -5 | -11 | 20 | -16 |
| CC(C)(C)NC(=O)NC(=O)COC(=O)c1cccc(NS(=O)(=O)c2ccc(F)c(F)c2)c1 | 24 | 1 | 10 | 7 | 22 | 0 | 7 | -14 | 6 | -2 | 2 |
| O=C(c1ccco1)N1CCN(c2ncnc3scc(-c4ccccc4)c23)CC1 | 23 | 2 | -2 | -4 | 0 | 8 | 5 | -6 | 10 | 3 | -9 |
| COC(=O)c1ccc(COc2ccc3c4c(c(=O)oc3c2)CCC4)o1 | -12 | 11 | -34 | 3 | -44 | -22 | 6 | -6 | -1 | -21 | -6 |
| CC(=O)Nc1cccc(NC(=O)CSc2nc(=O)n(CCN3CCOCC3)c3c2CCCC3)c1 | -12 | 4 | 1 | -4 | 13 | 7 | 13 | -8 | 8 | -15 | -18 |
| Cc1ccc(OCC(=O)N(Cc2nnc(-c3ccccc3Cl)o2)C2CC2)cc1C | 18 | 6 | -8 | -9 | -11 | -5 | -4 | 9 | -22 | -5 | -3 |
| Cc1cc(C(=O)NCCN2C(=O)S/C(=C\c3cccs3)C2=O)ccc1[N+](=O)[O-] | -2 | 5 | 23 | -15 | 6 | 1 | 2 | -11 | 12 | -1 | 2 |
| Cc1csc(=O)n1CC(=O)OCC(=O)Nc1ccc(C(N)=O)cc1 | 11 | -9 | 10 | -17 | -9 | 2 | 4 | -4 | -34 | -5 | 5 |
| NC(=O)C1(NC(=O)[C@@H]2CC3(CC(c4cccc(NC(=O)[C@@H]5CCC(=O)N5)c4)=NO3)CN2C(=O)Cc2ccc(Cl)cc2)CC1 (stereo partly drawn) | -11 | -10 | 1 | 7 | -1 | 3 | -8 | 3 | -2 | 2 | 3 |
| Cc1ccccc1NC(=O)c1sc(Cl)nc1C | 3 | 1 | 12 | 3 | 9 | -2 | 8 | 0 | 7 | 2 | 16 |
| COCC(=O)Nc1ccccc1Br | 12 | -6 | -12 | -6 | -9 | 0 | 3 | 1 | 3 | -18 | 14 |

| smiles | NCOA3 inh | TLR9-MyD88 inh | TWEAK Fn14 block | NCOA1 inh | TROY NFkB inh | LMP1 NFkB inh | COUP-TFII inh | NOD2 RIPK2 PPI | NCOA2 inhibitor | C8 TRAIL sens | NR5A2 inv ag |
| --- | --- | --- | --- | --- | --- | --- | --- | --- | --- | --- | --- |
| O=C(CSc1nccn1Cc1ccccc1)Nc1ccccc1 | -12 | 3 | -18 | -9 | -32 | -11 | 6 | -2 | -11 | -14 | -10 |
| N#C/C(=C\c1ccc(O)c(O)c1)C(=O)N1CCCC1 | -8 | -4 | -35 | -11 | -5 | -7 | 12 | -15 | 16 | 3 | -6 |
| CC(=O)Nc1ccc(N=Cc2ccc(OCc3ccccc3)cc2)cc1 | -70 | 7 | -7 | -76 | -58 | 6 | -18 | -16 | -86 | -7 | 3 |
| COc1ccc(C2(c3ccc(OC)cc3)NC(=O)N(CC(=O)Nc3ccc(C(N)=O)cc3)C2=O)cc1 | -7 | -10 | -12 | 3 | 17 | 3 | -15 | -2 | -13 | -8 | -15 |
| COC(=O)Nc1ccccc1C(=O)N1CCN(c2ccc(C)cc2)CC1 | 0 | -5 | 8 | -18 | -13 | -1 | -9 | -4 | -40 | -3 | -34 |
| NC(=O)C(c1ccccc1)c1ncc(C(F)(F)F)cc1Cl (stereo not drawn) | -2 | 2 | -3 | 9 | -2 | 1 | 13 | -2 | -9 | -12 | -12 |
| COc1ccccc1CNS(=O)(=O)CCNCc1ccco1 | 13 | 5 | 9 | -4 | -1 | 1 | 6 | 1 | -12 | -22 | 14 |
| CCc1cc(C(=O)Cc2ccc(F)cc2)c(O)cc1O | 6 | -2 | 48 | 4 | 27 | 7 | 30 | -13 | 30 | 15 | 2 |
| CCC(C)NC(=O)C(Cc1ccccc1)n1cccc1 (stereo not drawn) | -9 | 6 | 6 | 5 | -4 | -4 | -2 | -7 | 17 | 2 | 20 |
| CC(=O)c1ccc(N2Cc3ccccc3C3(CCOCC3)C2=N)cc1 | 15 | -30 | -5 | -15 | 11 | -2 | 13 | 0 | 3 | 6 | -3 |
| NC(=O)c1cc([N+](=O)[O-])ccc1NCc1ccc(O)cc1 | 35 | 8 | -22 | 37 | -11 | -14 | -31 | 1 | -58 | -28 | 45 |
| Cc1cc(NC(=O)CN2C(=O)NC(CCc3ccccc3)C2=O)no1 (stereo not drawn) | 11 | -5 | -10 | -13 | 27 | -3 | -1 | -6 | 5 | 5 | -11 |
| Cc1ccc2nc(SC(C)C(=O)NC3CCCc4ccccc43)[nH]c2c1 (stereo not drawn) | 8 | -6 | 29 | 12 | 11 | -9 | 8 | 6 | 6 | 5 | 10 |
| CCCc1ccc(C2=Nn3c(nnc3C(C)C)SC2)cc1 | -6 | 5 | -14 | -4 | 16 | 14 | / | 8 | / | -1 | 19 |
| CCOc1ccc(S(=O)(=O)n2cnc3cc(C)c(C)cc32)cc1 | 20 | -18 | -3 | 10 | -3 | -1 | 28 | 2 | -11 | 2 | 42 |
| COC(=O)[C@]1(C)N[C@H](CN(C)C(=O)Nc2ccc(OC)cc2)[C@@H]2C(=O)N(Cc3ccccc3)C(=O)[C@@H]21 | -4 | 2 | 4 | -5 | -9 | 5 | 8 | -4 | -3 | 1 | 5 |
| CCN(CC)CCNCC1C(=O)O[C@@H]2C[C@@]3(C)CCC[C@H](C)C3=C[C@H]12 (stereo partly drawn) | 12 | -5 | 45 | 3 | 6 | 18 | 6 | -4 | 10 | 4 | 3 |
| Cn1cccc1/C=C1\SC(=S)N(NC(=O)c2cccc(Cl)c2)C1=O | 9 | -7 | -1 | -5 | -14 | -2 | 7 | -2 | -20 | 17 | 5 |
| CCCn1c(NC(=O)c2cccc(S(=O)(=O)N3CCCC3)c2)nc2ccccc21 | 39 | -1 | -14 | 10 | -4 | 19 | 45* | 5 | 21 | 40 | 14 |
| COc1ccc(S(=O)(=O)N2CCCCC2)cc1NC(=O)CNc1ccccc1C(C)=O | -6 | -2 | 9 | -2 | 7 | 2 | 4 | 8 | 4 | 2 | -5 |
| C[C@H]1CN([C@@H](C)CO)C(=O)CCCn2cc(nn2)CO[C@@H]1CN(C)S(=O)(=O)c1ccc2c(c1)OCCCO2 | -6 | 5 | -8 | 0 | 0 | 20 | -7 | 0 | -23 | -17 | 5 |
| Cc1oc(C(=O)O)cc1COc1ccc2c3c(c(=O)oc2c1)CCC3 | 11 | 0 | 13 | -7 | -28 | 2 | -9 | 5 | 6 | 2 | 19 |
| COc1ccc(C(C)(NC(C)=O)c2nc(-c3cccc4cccnc34)cs2)cc1 (stereo not drawn) | 9 | / | -18 | 1 | 4 | / | 2 | -4 | -14 | -10 | -8 |
